Compound activity as filed in PubChem BioAssay.
OPRM1-OPRD1 inv – inverse agonist of human OPRM1-OPRD1 heterodimerization; 0.21% of 340,000 active; inhibition, % at 9.3 µM; AID 504357; cell-based MOR-DOR heterodimer luminescence, inverse agonism; in the data active means inhibition above about 22%, passing the limit was not always enough;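 further: 0% = cells with DMSO and 100% = wells without cells with DMSO; values of inactives mirror those of a sister screen read the other way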
AddAB inh – less growth of phage-infected E. coli with AddAB; E. coli expressing H. pylori AddAB, absorbance growth; inhibition, % at 11.9 µM; 0.29% of 330,000 active; in the data active means inhibition above about 12%;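 further: 0% = vehicle wells of infected cells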
SUMO Mot1 rescue – SUMOylation pathway inhibition by Mot1-301 growth rescue; AID 2716; 1% of 320,000 active; growth rescue, % at 18.8 µM; S. cerevisiae Mot1-301 growth rescue, ATP luminescence, 38.5C; percent above DMSO median, 100 means doubled;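 active means every valid replicate shows activation above 250% relative to neutral control wells; inactive means the rest, any valid replicate at or below 250%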;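 further: OY570 slx delta 5 strain wells were the positive control but not used for scaling; some compounds called inactive have numbers as strong as hits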
Arrestin-AP2 inh – blocks beta-arrestin peptide binding to AP2 adaptin. inhibition, % at 10 µM. FITC-arrestin peptide / GST-AP2 beads, flow cytometry; AP2 beta2 appendage carries R879A mutation. 0.31% of 340,000 active;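 active means inhibition above a set limit, near 3 SD of compounds lacking own fluorescence, cut at about 54% in these data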;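 further: plate controls were DMSO wells for no effect and 5 µM unlabelled arrestin peptide for full effect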
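Measured by: flow cytometry, FL1 (488/535 nm); Material: AP2 appendage R879A on GSH beads; Evaluation: percent response; Timing: pre-incubation 12 min, peptide binding 1 h, room temperature; Also added: 50 nM FITC-arrestin peptide; Medium: PBS with 0.05% Tween 20 and 0.1% BSA.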
OPRM1-OPRD1 ag – agonists of human mu-delta opioid receptor heterodimerization; P35372+P41143; cells, OPRM1-OPRD1 heterodimerization, luminescence; activation, % at 9.3 µM; 0.3% of 340,000 active; AID 504326; in the data active means activation above about 18%;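 further: 0% = vehicle-treated cells and 100% = reference agonist; values of inactives mirror those of a sister screen read the other way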
PfHsp90 set2 – growth inhibition of yeast expressing Plasmodium Hsp90; AID 504621; inhibition, % at 9.4 µM; S. cerevisiae expressing PfHsp90, BacTiter-Glo ATP, 48 h; yeast lacking PDR1 and PDR3 efflux regulators; 0.32% of 310,000 active;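 active means every replicate shows inhibition above about 80%, whatever the replicate mean, limit read from the data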;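 further: 0% = DMSO neutral controls and 100% = 20 µM radicicol positive controls; yeast relying on Plasmodium falciparum Hsp90 in place of its own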
PKA-R1A act – PKA-R1A complex activation; P00514+P68181; PKA-R1A dissociation, Cy5-IP20 fluorescence polarization; scaled: DMSO 0%, 113 µM cGMP 100%; activation, % at 11.4 µM; 0.083% of 340,000 active; AID 504707;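 active means percent activation above the mean of all tested compounds plus 3 SD, cut at about 19% in these data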;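 further: higher means more PKAc released from R1A so a rise in polarization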
DSG3 Ab inh – blocks pemphigus antibody binding to human desmoglein-3. 0.48% of 310,000 active. DSG3-coupled beads, scFv-anti-DSG3-GFP binding, flow cytometry; stronger effect = lower value. P32926. binding (percent of control), % at 10 µM;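 active means binding more than 3 SD below its plate's average and above zero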;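 further: hits lower antibody fragment binding to DSG3; some compounds called inactive have numbers as strong as hits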
Target sequence (P32926 whole entry, looked up, the tested form may be a part): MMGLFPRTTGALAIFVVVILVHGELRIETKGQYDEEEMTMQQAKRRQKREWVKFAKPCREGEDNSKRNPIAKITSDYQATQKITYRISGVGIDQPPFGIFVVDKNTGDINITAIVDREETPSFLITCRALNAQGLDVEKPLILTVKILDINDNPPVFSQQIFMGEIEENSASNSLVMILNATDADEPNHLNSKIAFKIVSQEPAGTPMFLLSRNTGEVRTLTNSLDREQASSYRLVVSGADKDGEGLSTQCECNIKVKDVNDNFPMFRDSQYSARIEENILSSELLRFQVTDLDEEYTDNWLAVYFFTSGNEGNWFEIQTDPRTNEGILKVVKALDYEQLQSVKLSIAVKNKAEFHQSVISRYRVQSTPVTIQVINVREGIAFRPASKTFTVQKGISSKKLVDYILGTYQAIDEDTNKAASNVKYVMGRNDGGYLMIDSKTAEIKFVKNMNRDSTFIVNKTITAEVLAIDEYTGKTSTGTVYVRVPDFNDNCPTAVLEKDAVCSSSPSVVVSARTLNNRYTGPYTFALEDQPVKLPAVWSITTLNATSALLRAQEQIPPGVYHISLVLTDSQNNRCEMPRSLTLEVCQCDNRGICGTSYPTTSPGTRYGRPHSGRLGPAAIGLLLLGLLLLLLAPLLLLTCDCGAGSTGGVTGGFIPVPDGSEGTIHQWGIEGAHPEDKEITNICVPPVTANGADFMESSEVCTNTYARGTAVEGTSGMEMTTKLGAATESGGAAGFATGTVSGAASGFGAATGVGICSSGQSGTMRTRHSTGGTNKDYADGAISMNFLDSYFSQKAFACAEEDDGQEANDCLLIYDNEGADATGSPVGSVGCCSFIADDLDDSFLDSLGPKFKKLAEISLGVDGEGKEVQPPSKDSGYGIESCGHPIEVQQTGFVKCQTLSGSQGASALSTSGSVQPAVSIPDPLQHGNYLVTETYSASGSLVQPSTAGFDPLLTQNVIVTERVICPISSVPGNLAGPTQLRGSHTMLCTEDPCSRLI
Tat transport – blocks Tat-dependent protein export in E. coli; E. coli MC4100 TorA-mCherry Tat export, fluorescence; inhibition, % at 10 µM; 0.036% of 340,000 active; AID 488895;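 active means mean replicate inhibition at least 50% and at least half of replicates individually reaching 50%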;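 further: exported cargo escapes ClpAP degradation while cytoplasmic cargo is degraded and loses fluorescence; 0% = median of neutral control wells and 100% = median of NaSCN control wells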
Ecoli viability – bacterial growth inhibition, counter-screen for AddAB inhibitors | E. coli V3065 growth, OD600 absorbance, 18 h | inhibition, % at 11.9 µM | 0.27% of 330,000 active | AID 449728;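 active means inhibition above the campaign's mean inhibition across all tested compounds plus 3 SD, cut at about 9.9% in these data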;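 further: uninfected addAB+ strain grown without phage in ampicillin broth; 0% = DMSO wells and 100% = ciprofloxacin 0.95 µg/ml wells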
phage Ecoli inh – E. coli growth loss with phage present; growth absorbance; AID 651602; 0.26% of 360,000 active; inhibition, % at 11.9 µM; in the data active means inhibition above about 11%
The depositor's hits bear a star; . = not tested or not shown. This is a random part of the collection. About 2.8% of those tested had a hit in this group.

Start of the data: the first 5 compounds (preview)
SMILES	OPRM1-OPRD1 inv	AddAB inh	SUMO Mot1 rescue	Arrestin-AP2 inh	OPRM1-OPRD1 ag	PfHsp90 set2	PKA-R1A act	DSG3 Ab inh	Tat transport	Ecoli viability	phage Ecoli inh
COc1ccc(NC(=O)CCn2nc(C)cc2C)cc1	10.1	5.1	-6.4	1.6	-2.4	-2.6	0.7	102.1	-9.3	0.2	2.0
CN(c1ccccc1)S(=O)(=O)c1cccc(NC(=O)C2CCCO2)c1 (stereo unspecified)	5.2	-0.6	-6.9	30.2	-1.0	.	5.2	96.9	2.2	-0.8	1.0
CC(Oc1cc2oc(=O)c3c(c2cc1Cl)CCC3)C(=O)NCCN1CCOCC1 (stereo unspecified)	8.0	2.5	1.5	6.7	-1.6	-5.4	-3.9	136.4	5.4	2.4	2.3
Cc1ccc(Cl)cc1NS(=O)(=O)c1c(C)[nH]c(=O)[nH]c1=O	-4.5	-0.2	9.2	8.5	0.9	41.1	3.2	.	0.5	2.4	3.7
COc1ccc(CNCC(O)(c2ccc(Cl)cc2)c2ccc(Cl)cc2)cc1OC	-13.4	2.6	-44.3	14.9	2.8	.	-6.3	101.7	-0.6	2.4	3.2

The whole of this part, from the start:
SMILES	OPRM1-OPRD1 inv	AddAB inh	SUMO Mot1 rescue	Arrestin-AP2 inh	OPRM1-OPRD1 ag	PfHsp90 set2	PKA-R1A act	DSG3 Ab inh	Tat transport	Ecoli viability	phage Ecoli inh
COc1ccc(NC(=O)CCn2nc(C)cc2C)cc1	10.1	5.1	-6.4	1.6	-2.4	-2.6	0.7	102.1	-9.3	0.2	2.0
CN(c1ccccc1)S(=O)(=O)c1cccc(NC(=O)C2CCCO2)c1 (stereo unspecified)	5.2	-0.6	-6.9	30.2	-1.0	.	5.2	96.9	2.2	-0.8	1.0
CC(Oc1cc2oc(=O)c3c(c2cc1Cl)CCC3)C(=O)NCCN1CCOCC1 (stereo unspecified)	8.0	2.5	1.5	6.7	-1.6	-5.4	-3.9	136.4	5.4	2.4	2.3
Cc1ccc(Cl)cc1NS(=O)(=O)c1c(C)[nH]c(=O)[nH]c1=O	-4.5	-0.2	9.2	8.5	0.9	41.1	3.2	.	0.5	2.4	3.7
COc1ccc(CNCC(O)(c2ccc(Cl)cc2)c2ccc(Cl)cc2)cc1OC	-13.4	2.6	-44.3	14.9	2.8	.	-6.3	101.7	-0.6	2.4	3.2
Cc1ccc(CNC(=O)c2ccc(N(C)C)cc2)cc1	-5.4	-0.2	4.6	-5.6	1.1	12.3	-2.9	104.4	8.0	0.5	1.5
COc1ccc(NC(=O)COC(=O)CNS(=O)(=O)c2ccc(C)cc2)c(OC)c1	6.6	1.1	124.0	5.8	-1.0	20.7	-18.0	97.2	1.1	0.6	1.7
CCOC(=O)C1(CCOC)CCN(C(=O)Cc2ccc3ccccc3c2)CC1	11.8	-0.2	8.7	-4.7	-2.4	16.1	3.5	109.3	4.5	-0.6	1.2
N#C/C(=C\Nc1ccc(F)c(Cl)c1)C(=O)C1CC1	.	-0.8	-4.9	41.9	.	.	.	98.0	.	0.7	1.0
NC(=O)c1c(NC(=O)Cc2cccs2)sc2c1CCC2	17.2	0.2	-8.9	4.4	-4.1	30.7	-11.5	106.1	-1.4	-1.9	1.8
Cn1c(CSCc2ccccc2Cl)nnc1SCC(=O)Nc1nccs1	6.8	4.6	9.3	-9.7	-1.5	39.9	-4.5	104.6	-0.3	-0.1	2.5
CCOC(=O)C1CCN(C(=O)CCS(=O)(=O)c2ccc3c(c2)CCN3C(C)=O)CC1	-13.9	3.3	-3.4	-2.6	2.2	-0.8	1.1	.	-8.1	1.1	2.3
COc1ccc(NS(=O)(=O)c2ccc3oc(SC)nc3c2)cc1	-10.3	-0.2	-12.2	-18.5	1.9	-28.4	2.4	107.0	-4.5	0.3	1.9
O=C(Nc1ccnc(-c2ccncc2)n1)c1ccccc1Cl	0.4	-3.4	7.3	-14.6	-0.1	-25.3	1.9	90.2	-2.6	-0.7	5.1
CC1(C)CC(N(Cc2ccco2)C(=O)Cc2ccccc2)CCO1 (stereo unspecified)	4.9	0.8	145.4	-15.5	-1.0	-3.7	-3.9	96.4	12.2	-0.5	1.4

Reprinted from the part before: two entries, then new ones.
SMILES	OPRM1-OPRD1 inv	AddAB inh	SUMO Mot1 rescue	Arrestin-AP2 inh	OPRM1-OPRD1 ag	PfHsp90 set2	PKA-R1A act	DSG3 Ab inh	Tat transport	Ecoli viability	phage Ecoli inh
O=C(Nc1ccnc(-c2ccncc2)n1)c1ccccc1Cl	0.4	-3.4	7.3	-14.6	-0.1	-25.3	1.9	90.2	-2.6	-0.7	5.1
CC1(C)CC(N(Cc2ccco2)C(=O)Cc2ccccc2)CCO1 (stereo unspecified)	4.9	0.8	145.4	-15.5	-1.0	-3.7	-3.9	96.4	12.2	-0.5	1.4
COC(=O)C1=C(C)NC2=C(C(=O)C(C(=O)OC)C(c3ccc(OC)cc3)C2)C1c1ccccn1 (stereo unspecified)	4.1	0.8	-9.8	12.0	-0.7	8.1	-12.8	109.9	15.4	-0.5	-0.5
CCn1cc(CNC(=O)CCc2ccc(OC)cc2)cn1	1.6	0.5	.	13.6	-0.3	-5.3	-4.2	99.5	-11.2	1.3	0.6
Cc1ccc(NC(=O)CCCN2C(=O)NC(C)(C)C2=O)cc1	14.5	0.8	-6.1	-3.9	-3.9	-3.8	-3.2	108.2	-1.0	-1.1	1.8
Cc1ccc(S(=O)(=O)N(CC(O)CN(C)C)c2ccccc2)cc1 (stereo unspecified)	9.2	0.9	238.3	-0.7	-1.6	-21.8	1.2	92.9	2.2	-2.2	-1.4
Cn1c(SCC(=O)c2ccc3c(c2)Cc2ccccc2-3)nnc1-c1cccc(N)c1	0.9	2.7	6.0	0.5	-0.2	-6.8	0.1	89.6	3.8	-2.7	0.8
Cc1ccc(NC(=O)CCc2c(C)nn(-c3ccc(N4CCOCC4)nn3)c2C)c(C)c1	1.2	4.0	-10.7	4.0	-0.2	-5.9	2.7	.	-1.8	1.0	3.5
c1ccc2oc(-c3[nH]ncc3CN3CCC(N4CCSCC4)CC3)cc2c1	-0.2	0.8	18.3	1.6	0.1	14.6	8.9	111.9	-6.7	-2.1	4.0
Cc1csc(NC(=O)CCc2ccc(S(=O)(=O)N3CCOCC3)cc2)n1	3.0	1.8	8.6	10.8	-0.7	11.5	-2.8	113.6	-7.7	-1.0	0.6
CSc1nnc2n(C)c3c(c(=O)n12)C1(CCCC1)Cc1ccccc1-3	17.5	1.0	17.1	7.7	-3.5	8.8	-0.6	98.2	6.3	-0.7	1.5
CCOC(=O)c1ccc(NC(=S)N2CCN(c3ccccn3)CC2)cc1	-2.0	-0.6	4.5	-3.1	0.4	-2.2	-4.6	95.7	5.5	-1.5	1.4
CN1CCc2cccc3c2[C@@H]1Cc1ccc(O)c(O)c1-3	-20.6	-0.8	145.7	16.4	3.7	23.3	-13.4	93.2	-3.3	0.5	.
COc1cc2cc(C(c3nnnn3C3CCCCC3)N(C)C3CCCCC3)c(=O)[nH]c2cc1OC (stereo unspecified)	-14.6	1.8	14.4	13.6	2.7	12.9	-7.9	.	16.4	0.2	.
N=C1/C(=C\c2ccc(Br)o2)C(=O)N=C2SC(CC(=O)N3CCOCC3)=NN12	15.6	3.4	8.5	11.7	-3.0	1.3	-11.2	.	-0.3	0.1	1.6
C=C(C1=CCN(S(=O)(=O)C(C)(C)C)[C@H]1CCO)c1ccccc1	1.9	.	.	2.2	-0.4	8.5	-10.8	101.5	0.1	.	3.3
Cc1cc(C)n(-c2ccc(Cl)c(C(=O)OCC(N)=O)n2)n1	-12.6	0.2	-0.4	-2.3	2.5	31.7	1.7	107.6	2.4	-0.5	-0.8
NCCCNC(=O)c1ccc(/C=N/O)nc1	8.3	1.2	11.2	6.3	-1.5	-6.5	-10.6	95.7	-1.1	0.4	3.9
CN(C(=O)C1CCOC1)c1nnc(-c2cnccn2)s1 (stereo unspecified)	10.3	-1.2	-3.1	1.0	-1.8	-86.5	-0.5	103.1	4.8	1.0	3.2
CCOc1ccc(Cc2c(Cl)nc(SC)nc2OC)cc1	-9.7	-1.0	-9.7	-1.5	2.0	-30.8	-7.2	99.1	-0.6	-1.2	4.1
O=C(NCC1CCN(S(=O)(=O)c2ccccc2)CC1)Nc1ccc(F)cc1F	2.1	1.8	19.6	-8.4	-0.4	30.1	-0.9	.	-0.8	1.1	-1.8
CC1(C)CC(=O)CC(C2(O)C(=O)N(Cc3ccccc3)c3ccccc32)O1 (stereo unspecified)	34.1*	-2.3	-20.2	20.7	-6.2	16.0	5.6	97.6	-3.1	-1.2	-0.1
CCCCOc1ccc(C(=O)NCC(=O)N(C)CC(=O)Nc2ccc(N3CCOCC3)cc2)cc1	1.3	0.9	189.2	-7.8	-0.2	-3.3	-7.8	101.3	-3.5	3.0	2.2
CCOC(=O)c1ccc(NC(=O)Cn2nc(C)c3ccccc3c2=O)cc1	5.0	3.6	344.6	8.8	-1.0	6.9	-3.1	106.5	0.3	-1.0	0.1
COc1ccc(-c2c(C)n([O-])c(C)c(-c3ccccc3)[n+]2=O)cc1OC	-5.5	2.2	-9.9	5.8	1.0	14.9	5.0	106.9	-0.2	0.1	3.9
CCOC(=O)c1c(NC(=O)C2CCCN2S(=O)(=O)c2cccc3nsnc23)sc(C)c1C (stereo unspecified)	20.8	.	.	36.5	-4.0	-5.9	-3.5	99.3	-2.2	.	-0.8
COc1ccccc1NS(=O)(=O)CC12CCC(CC1=O)C2(C)C (stereo unspecified)	4.6	1.3	0.2	11.9	-0.8	18.7	3.7	82.9	-2.6	-0.2	1.4
O=C(CN1CCN(Cc2ccc(Cl)cc2)C1=O)NCc1cccs1	16.3	-1.0	-8.3	16.2	-3.2	28.8	-2.9	87.1	-10.7	-2.8	2.8
CCOC(=O)N1CCN(C(=S)Nc2cccc(C)c2)CC1	1.1	1.5	.	-7.5	-0.2	-0.4	-3.9	99.4	1.2	-2.1	0.9
CC(=O)Nc1csc2ccccc12	-0.9	1.8	6.8	28.1	0.2	14.3	1.6	98.0	-5.9	1.2	4.6
Cc1cccc(C(=O)OCC(=O)c2csc(N3CCCCC3)n2)c1[N+](=O)[O-]	2.2	0.0	-8.1	29.3	-0.4	-1.9	-7.3	99.0	-1.4	-0.9	-0.1
O=C(NCc1ccc(Cl)cc1Cl)c1ccccn1	-6.5	0.2	4.9	-10.3	1.1	.	-4.4	130.5	-1.9	0.3	0.5
Cc1ccc(OC(C)C)c(CN(CCO)CCO)c1	6.1	1.9	-3.1	1.6	-1.3	4.6	-0.3	114.8	-0.8	2.0	3.2
O=C(CCc1ccccc1)NNC(=O)c1ccccc1Cl	2.6	-0.7	10.6	-9.2	-0.6	0.5	-8.7	106.5	2.1	0.2	3.8
CCc1ccc(OCC(=O)NC(NC(=S)Nc2ccccc2)C(Cl)(Cl)Cl)cc1 (stereo unspecified)	-91.3	1.0	-7.5	-5.6	18.0	-3.8	-15.9	88.4	2.2	-1.0	2.8
